HTT cytoprotect = protects HTT-Q103 PC12 cells, measured by ATP; PC12 HTT-Q103 induced, cytoprotection, ATP luminescence, 40 h; Potency, µM (doses to about 56.4 µM), inactives show cytoprotection (ATP increase), usual class: activators; 230,000 tested, 0.14% active; AID 1471;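 further: % of control where 0% means no effect; nearly all actives have a fitted effect of over 45% in size; toxic huntingtin expression switched on by the ecdysone agonist tebufenozide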
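Rat PC12, Q103 Htt exon1-GFP fusion, ecdysone promoter; tebufenozide inducer 100 nM final; compound titration; qHTS, 1500 cells/well; ATPlite luminescent read.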
GAA spleen mod = inhibits or activates alpha-glucosidase in human spleen homogenate. P10253. human spleen homogenate, 4-MU-alpha-glucoside fluorescence. Potency, µM (titrated, usually from 79.9 µM), without a hit: top-dose activity change, negative = inhibition, actives largely listed as inhibitors. 240,000 tested, 0.006% active. AID 2112;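 further: 0% = enzyme with vehicle and -100% = no enzyme basal signal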
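Enzyme source: human spleen homogenate, 1 ug/well. Buffer 50 mM citric acid/K phosphate pH 5.0, 0.01% Tween-20. 4-MU-alpha-glucoside 1 mM; 37 C x 40 min; NaOH/glycine stop; fluorescence.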
IMPase Li cell = IMPase inhibition in cells with lithium potentiation; CHO-M1 cells, IP1 TR-FRET (IP-One), carbachol + lithium; Potency, µM (highest dose often 59.4 µM), inactives show at the highest dose activity, negative = IMPase inhibition, actives largely listed as inhibitors; 210,000 tested, 0.35% active;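 further: IP1 builds up when IMPase is blocked and the TR-FRET signal falls; plate controls were basal vehicle for no effect and high inhibitor control for full effect; nearly all actives have a fitted effect of over 50% in size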
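CHO-M1, 2000 cells/well, 16–30 h culture; cpd + low Li+, 30 min 37C; lysis with d2-IP1/Eu-anti-IP1 Ab, 10 min RT; TR-FRET 665/620 ratio and 620 channel; AC50 via Hill.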
RGS12 GoLoco inh = inhibitors of human Gai1-RGS12 GoLoco interaction (red fluorophore); P63096; Gai1:RGS12 GoLoco peptide FP, rhodamine, 10 min; Potency, µM (highest dose often 61.6 µM), for the others: top-dose activity, negative = inhibition, hits mostly inhibitors; 230,000 tested, 0.44% active; AID 880; active means well fitted inhibition curve with a large enough effect, not every such curve was filed as active; inactive means no such curve, though single readings can be large or run the other way; further: on the % scale 0 is the no-effect control and ±100 the full control effect; nearly all actives have a fitted effect of over 30% in size; many of its hits are not listed in these tables
Target sequence (P63096 whole entry, looked up): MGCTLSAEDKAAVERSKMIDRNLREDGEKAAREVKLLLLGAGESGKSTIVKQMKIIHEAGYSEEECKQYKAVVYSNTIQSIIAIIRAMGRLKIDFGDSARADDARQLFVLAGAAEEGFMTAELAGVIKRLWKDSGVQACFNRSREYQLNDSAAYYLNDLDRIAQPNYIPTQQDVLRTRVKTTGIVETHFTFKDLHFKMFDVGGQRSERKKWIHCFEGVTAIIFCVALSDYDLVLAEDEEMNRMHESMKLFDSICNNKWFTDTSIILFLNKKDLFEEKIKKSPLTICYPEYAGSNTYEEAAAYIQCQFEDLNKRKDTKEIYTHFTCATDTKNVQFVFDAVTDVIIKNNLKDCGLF
GAA inh = inhibitors of human lysosomal alpha-glucosidase; P10253; purified human GAA, 4-MU-alpha-glucoside fluorescence; Potency, µM (doses to about 76.9 µM), without a hit: top-dose activity change, negative = inhibition, usual class: inhibitors; 200,000 tested, 0.005% active; AID 1466;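 further: plate controls were uninhibited enzyme wells for no effect and no-enzyme background for full effect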
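Endpoint fluorogenic read: 20 min room-temperature reaction of 4 nM human alpha-glucosidase with 400 uM 4-methylumbelliferyl-alpha-D-pyranoside, pH 5.0, quenched with 1M NaOH/1M glycine pH 10. AC50 from Hill modeling.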
GAA glycogen = alters human alpha-glucosidase cleavage of glycogen. P10253. recombinant GAA, glycogen substrate, Amplex Red glucose oxidase fluorescence. Potency, µM (top dose mostly 76.4 µM), inactives show at the top dose activity change, negative = inhibition, hits mostly inhibitors. 300,000 tested, 0.38% active. AID 2100;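 further: 0% = full enzyme reaction and -100% = no-enzyme basal signal; the screen sought inhibitors and activators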
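Recombinant enzyme (4 nM final) with compounds titrated up to 77 uM and bovine liver glycogen (30 ug) in citrate pH 5.0, 0.01% Tween-20, 37 C 40 min. Released glucose detected by Amplex Red/glucose oxidase (Ex 573/Em 610); AC50 from Hill fits.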
HTT aggregate = reduces HttQ103-GFP aggregates in PC12 cells; Potency, µM (titrated, usually from 46.1 µM), inactives show at the top dose activity change, negative = inhibition, actives largely listed as inhibitors; 220,000 tested, 1.1% active; PC12 HttQ103-GFP aggregates, Acumen cytometry, 40 h; further: on the % scale 0 is the no-effect control and ±100 the full control effect; nearly all actives have a fitted effect of over 60% in size
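Quantitative HTS on tebufenozide-induced (100 nM) PC12 cells stably expressing polyQ103 Huntingtin exon 1–GFP. Reduction of bright GFP aggregates, detected by laser scanning cytometry after lysis, identified actives across the titration.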
* hit, by the source's call; ? = inconclusive; . = not tested or not shown; [ ] = dose if it differs, or a comment. Unless noted, the call rests on the fitted dose curve; in most records, active means well fitted curve in the direction sought with a large enough effect; inconclusive means small, poorly fitted or top-dose-only effect, or another doubt; inactive means no such curve, though single readings can be large; an effect the other way counts as inactive or inconclusive. Potency means the concentration at half of the fitted maximal effect.

Start of the data: the first 2 records, ahead of the listing:
SMILES	HTT cytoprotect	GAA spleen mod	IMPase Li cell	RGS12 GoLoco inh	GAA inh	GAA glycogen	HTT aggregate
Cc1nc([N+](=O)[O-])c(Br)n1CC(=O)c1ccc(Cl)cc1	-148.0%[inhibitor]	-4.5%	-6.0%[38.3 µM]	5.5%	-9.3%	8.9%	?
COc1ccc(NC(=O)c2ccc([N+](=O)[O-])cc2[N+](=O)[O-])c(OC)c1	-17.7%	3.3%	7.6%	9.8%	3.6%	0.1%	2.3%

The whole of this part, previewed entries included:
SMILES	HTT cytoprotect	GAA spleen mod	IMPase Li cell	RGS12 GoLoco inh	GAA inh	GAA glycogen	HTT aggregate
Cc1nc([N+](=O)[O-])c(Br)n1CC(=O)c1ccc(Cl)cc1	-148.0%[inhibitor]	-4.5%	-6.0%[38.3 µM]	5.5%	-9.3%	8.9%	?
COc1ccc(NC(=O)c2ccc([N+](=O)[O-])cc2[N+](=O)[O-])c(OC)c1	-17.7%	3.3%	7.6%	9.8%	3.6%	0.1%	2.3%
COc1cc2c(cc1OC)CN(C(=O)C1(c3ccccc3)CC1)CC2	-15.2%	-12.2%	8.4%[38.3 µM]	2.0%	0.7%	0.0%	-4.2%
CC(=O)N1CCC(N2CCN(c3ccccc3F)CC2)CC1	-3.6%	7.2%	-20.8%[38.3 µM]	6.8%	5.6%	4.5%	16.1%
NS(=O)(=O)c1ccc(CCNC(=O)C2CCCN(S(=O)(=O)c3cccnc3)C2)cc1 (stereo not drawn)	-12.1%	-1.6%	-17.0%[38.3 µM]	5.4%	-0.5%	-11.6%	-9.5%
CCCOC(=O)c1ccc(O)c(OC)c1	16.6%[10 µM]	-11.6%	0.9%	12.7%	11.5%	-6.4%	15.3%[9.22 µM]
O=C(NC(=S)Nc1ccc(S(=O)(=O)N2CCCCC2)cc1)c1ccccc1	-13.4%	-7.6%	38.8%[38.3 µM]	11.1%	1.8%	0.5%	-4.0%
CCn1cc([N+](=O)[O-])c(C(=O)Nc2ccn(Cc3ccccc3)n2)n1	.	0.0%	2.3%	-2.3%	2.6%	-3.9%	9.8%
O=C(O)/C=C/C(=O)N1CCc2ccccc21	.	1.7%	0.2%	15.2%	12.0%	-8.2%	.
O=C(Nc1ccc(S(=O)(=O)Nc2nccs2)cc1)/C(=C/c1ccccc1Cl)NC(=O)c1ccccc1	4.1%[10 µM]	9.6%	-1.4%	8.0%	-3.4%	10.2%	1.0%
COc1ccc(OC)c(NC2c3ncccc3C(=O)N2Cc2ccco2)c1 (stereo not drawn)	-13.3%	2.3%	8.6%[38.3 µM]	8.1%	?	11.5%	7.3%
O=C(O)C1Cc2ccccc2CN1C(=O)CSc1nnc2ccccn12 (stereo not drawn)	1.0%	3.8%	-7.0%	4.7%	-0.6%	4.5%	9.0%
Cc1nnc(SCc2nc3sc4c(c3c(=O)[nH]2)CCCC4)[nH]c1=O	9.2%[10 µM]	0.0%	-4.7%	169.0%[activator]	-3.2%	-13.6%	?
O=C(NC12CCC(O)C(SC1)/C2=N/O)c1ccccc1 (stereo not drawn)	8.8%	-0.8%	29.8%[38.3 µM]	12.0%	2.8%	-5.6%	-13.7%
Cc1ccc(C(C)C)c2oc(=O)cc(-c3ccc(-c4ccc(C(F)(F)F)cc4)cc3)c12	-56.3%[inhibitor]	-9.9%	3.1%	-13.4%	.	.	.
Cc1ccc(CCC(=O)Nc2ncc(Cc3cccc(Cl)c3Cl)s2)o1	-76.1%[inhibitor][10 µM]	-4.3%	.	.	-1.6%	-2.2%	?
O=C(CSc1nc2ccccc2s1)N1c2ccccc2Sc2ccc(C(F)(F)F)cc21	-39.6%[inhibitor]	4.1%	7.2%[38.3 µM]	13.1%	-5.0%	3.9%	-12.0%
COc1ccc(Cc2nnc(Nc3ccc(Cl)cc3)[nH]c2=O)cc1	6.3%[10 µM]	-1.3%	.	0.5%	.	13.2%	37.6%[9.22 µM]
N#Cc1c(Nc2ccc(Cl)cc2)s[nH]c1=O	-22.6%[10 µM]	9.1%	.	1.4%	.	-2.3%	-24.9%[9.22 µM]
COC(=O)c1cc(OC)nc2c1c(=O)n(C)c(=O)n2C	.	6.9%	-4.2%	-0.4%	-2.3%	-0.5%	-1.9%
COc1ccc(/C=C/C(=O)NC(CCSC)C(=O)O)cc1 (stereo not drawn)	-41.2%[inhibitor]	-2.3%	3.2%	-4.4%	-0.8%	8.9%	-13.8%
COc1cc(/C=N/NC(=O)c2ccc(Cl)cc2)ccc1OCC(=O)N1CC(C)OC(C)C1 (stereo not drawn)	-52.7%[inhibitor]	5.5%	-2.7%	-3.4%	-9.0%	-1.0%	11.7%
O=C(CN1C2=NCCCN2c2ccccc21)c1cccs1	9.0%	-10.0%	7.9%[38.3 µM]	7.6%	-4.5%	-1.4%	-14.1%
NC(=O)C1(N2CCCCC2)CCN(C(=O)c2cccs2)CC1	-22.6%	-6.5%	-1.0%[38.3 µM]	12.6%	-4.9%	?	14.1%
CC(=O)Nc1ccc(N2C(C(C)=O)=NN(c3ccccc3)C2c2cccs2)cc1 (stereo not drawn)	-10.2%	-4.5%	-4.3%[38.3 µM]	-1.0%	-6.1%	20.0%	9.7%
CN(C)c1ccc(NC(=O)N2CCOCC2)cc1	6.0%[10 µM]	9.5%	-8.0%	13.9%	1.8%	12.6µM*	-4.2%
CCn1cc(/C=C/C(=O)Nc2c(C)nn(Cc3ccccc3)c2C)cn1	.	-10.5%	1.6%	-2.8%	-1.2%	1.1%	-1.0%
CCOC(=O)C1CCN(c2c(N3CCCC(C(=O)OCC)C3)c(=O)c2=O)CC1 (stereo not drawn)	-13.9%	-6.3%	4.9%	2.0%	2.7%	10.6%	-10.8%
Cc1ccc(C)c(S(=O)(=O)NCc2ccc(C(=O)NCc3ccco3)cc2)c1	34.8%[10 µM]	-1.7%	7.1%	-8.1%	-7.7%	0.6%	-17.5%
Cc1ccc(SCC(=O)NCC(C)C)cc1	4.4%	0.6%	-2.2%[38.3 µM]	-3.0%	0.8%	3.1%	4.2%
COc1cccc(/C=C2\SC(N)=NC2=O)c1OS(=O)(=O)c1ccccc1	-6.8%	0.3%	-5.4%	-5.5%	-29.5%	0.0%	-7.9%
Cc1cc(O)ccc1C1(c2ccc(O)cc2C)OC(=O)c2ccccc21	5.3%[1.9 µM]	-3.6%	12.5%	-2.2%	-4.9%	-14.9%	9.4%
Cc1cccc(-c2noc(CCC(=O)NCc3ccco3)n2)c1	2.9%	6.7%	16.7%[38.3 µM]	11.9%	0.9%	1.0%	-10.8%
O=C(NC(Cc1ccccc1)C(=O)O)/C(=C/c1ccc([N+](=O)[O-])cc1)NC(=O)c1ccccc1Br (stereo not drawn)	-4.4%	-4.7%	4.3%	0.7%	0.9%	-5.9%	-27.4%
CCCCCC1C(=O)C[C@@H]2CCN3C(=O)CCC[C@H]1[C@H]23 (stereo partly drawn)	1.9%[96.6 µM]	4.3%[119 µM]	1.6%	2.8%[88.7 µM]	.	.	.
Cc1cc(SCC#N)n2nc(C)c(-c3ccccc3)c2n1	-12.1%	-10.0%	0.4%[38.3 µM]	8.5%	-7.7%	5.3%	15.0%
CC(=O)c1ccc(NC(=O)Nc2ncn(Cc3cccc(C)c3)n2)cc1	.	-16.2%	-6.1%	12.1%	2.3%	0.8%	?
O=C(COC(=O)CCSc1ccc(Cl)cc1)NCc1ccc(Cl)cc1	?	1.3%	-3.1%	6.6%	12.1%	6.4%	-9.2%
CCOC(=O)N1CCN(C(=O)CN(c2ccccc2)S(C)(=O)=O)CC1	-0.9%	5.9%	-2.4%	-4.9%	-7.7%	20.1%	-6.5%[9.22 µM]
Cc1ccccc1CSCCNC(=S)Nc1ccccc1	16.8%	-16.3%	3.7%	10.3%	-6.3%	-11.2%	-29.0%
COc1cc(-n2ccnc2SC)c(Cl)cc1Cl	-18.7%	-11.1%	-0.8%[38.3 µM]	-8.0%	-2.2%	8.7%	17.9%
CC(OCC(O)CN(C)CCOc1ccccc1)c1ccc(Cl)cc1 (stereo not drawn)	-12.7%	9.6%	3.9%[38.3 µM]	-5.0%	4.2%	7.7%	-17.8%
COc1cc(OC)c(OC)cc1/C=N/NC(=O)c1cccc(S(=O)(=O)N2CCOCC2)c1	-4.7%[10 µM]	1.5%	-3.9%	4.5%	?	0.3%	?
COC(=O)c1sc(N)c(C(=O)OC)c1CSc1nc2sc3c(c2c(=O)n1C)CCC3	12.8%[10 µM]	2.3%	11.7%	13.0%	-6.3%	-7.9%	-19.6%
CCCSc1nc(C)cc(C)c1S(C)(=O)=O	-2.4%	.	9.9%	12.9%	-0.5%	-9.7%	-12.3%

Part of the list above with just HTT cytoprotect:
compound | HTT cytoprotect
CC(OCC(O)CN(C)CCOc1ccccc1)c1ccc(Cl)cc1 (stereo not drawn) | -12.7%
COc1cc(OC)c(OC)cc1/C=N/NC(=O)c1cccc(S(=O)(=O)N2CCOCC2)c1 | -4.7%[10 µM]

Other results follow.
SMILES	HTT cytoprotect	GAA spleen mod	IMPase Li cell	RGS12 GoLoco inh	GAA inh	GAA glycogen	HTT aggregate
CC(CNC(=O)c1cncc(O)c1)NC(=O)c1cncc(O)c1 (stereo not drawn)	8.4%	-5.8%	-3.8%[38.3 µM]	4.4%	-9.3%	7.2%	12.0%[9.22 µM]
CC(=O)NC1=C(C#N)C(c2ccccc2)c2c(ccc3ccccc23)O1 (stereo not drawn)	-47.0%[inhibitor]	-0.7%	40.4%[activator][38.3 µM]	2.8%	-14.0%	-10.5%	2.5%
O=C(CSc1ncnc2sc3c(c12)CCCC3)N1CCC(c2noc3ccc(F)cc23)CC1	11.5%[10 µM]	1.1%	?	3.3%	-11.2%	4.6%	1.6%
CC(C(=O)NC(C)(C)C)N1C(=O)c2cccc3cccc(c23)C1=O (stereo not drawn)	10.5%	-3.1%	1.7%	4.8%	12.4%	-6.6%	-6.8%
CCOCC(=O)Nc1cccc(OC)c1	13.2%[10 µM]	-1.4%	5.7%	2.8%	1.9%	-4.2%	-14.3%
O=C(NC1CCN(Cc2ccccc2)CC1)c1c(F)cccc1F	45.4%[0.074 µM]	-1.4%	4.5%	11.4%	-10.8%	0.9%	18.9%
O=C(CN(Cc1ccco1)C(=O)Cn1nnc(-c2cccs2)n1)NCC1CCCO1 (stereo not drawn)	.	3.0%	4.7%	-1.4%	?	-0.5%	.
N#Cc1ccsc1NC(=O)CSc1ncn[nH]1	-4.2%[0.074 µM]	-0.4%	12.8%[38.3 µM]	4.4%	-0.3%	6.8%	-3.5%
CN(C)c1cc(=O)n2c(n1)SCCC2	20.1%	-25.1%	0.9%[38.3 µM]	5.8%	0.5%	-2.0%	?

Screens: PubChem, National Center for Advancing Translational Sciences (NCATS)

The list is partial; rates above refer to the full screens.
